High-throughput results from PubChem.
PME-1 inh = PME-1 (human) inhibition; 0.53% of 320,000 active; AID 2130; inhibition, % at 5.9 µM; recombinant PME-1, FP-Rh probe fluorescence polarization; Q9Y570;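 active = inhibition above the campaign mean of all compounds plus 3 SD, cut at about 26% in these data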;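 also: competitive labeling of PME-1 active site by serine hydrolase directed probe; 0% = PME-1 with DMSO and 100% = wells lacking PME-1 enzyme; inhibitors block probe labeling so polarization falls and inhibition rises; many of its hits are not listed in these tables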
GSTO1 counter = GSTO1 inhibition, counter-screen for RBBP9 inhibitors; P78417; recombinant GSTO1, activity-based probe fluorescence polarization; inhibition, % at 5.96 µM; 1.1% of 300,000 active; AID 1974;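 active = inhibition above the campaign mean inhibition plus 3 SD, cut at about 35% in these data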;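 also: 0% = GSTO1-1 with DMSO and 100% = wells lacking GSTO1-1 enzyme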
Target sequence (P78417 whole entry, looked up): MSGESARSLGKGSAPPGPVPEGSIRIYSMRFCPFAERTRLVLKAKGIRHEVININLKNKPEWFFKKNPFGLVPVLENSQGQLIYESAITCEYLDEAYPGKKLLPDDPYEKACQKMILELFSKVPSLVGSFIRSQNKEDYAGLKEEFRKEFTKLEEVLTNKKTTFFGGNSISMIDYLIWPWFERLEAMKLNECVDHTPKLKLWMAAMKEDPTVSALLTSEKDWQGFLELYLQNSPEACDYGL
LYPLA2 inh = blocks human lysophospholipase 2, a PME1 counter-screen; O95372; recombinant LYPLA2, FP-Rh probe fluorescence polarization; inhibition, % at 5.9 µM; 0.38% of 320,000 active; AID 2177;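 active = inhibition above the screen-wide mean plus 3 SD, limit set per campaign, cut at about 26% in these data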;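 also: 0% = LYPLA2 with DMSO and 100% = wells lacking LYPLA2 enzyme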
Target sequence (O95372 whole entry, looked up): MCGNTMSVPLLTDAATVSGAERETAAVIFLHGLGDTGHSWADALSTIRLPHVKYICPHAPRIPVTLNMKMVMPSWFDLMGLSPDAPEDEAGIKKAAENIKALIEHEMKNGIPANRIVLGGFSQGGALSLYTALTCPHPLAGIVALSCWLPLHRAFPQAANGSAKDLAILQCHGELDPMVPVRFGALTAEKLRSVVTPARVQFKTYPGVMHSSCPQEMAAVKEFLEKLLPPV
PAFAH1B2 FP inh = blocks human PAF acetylhydrolase 1b catalytic subunit 2 | inhibition, % at 3.39 µM | 1.2% of 340,000 active | P68402 | recombinant PAFAH1B2, FP-rhodamine activity probe, fluorescence polarization;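 active = inhibition above the mean of all tested compounds plus 3 SD, cut at about 24% in these data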;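 also: 0% = enzyme with DMSO and 100% = wells lacking PAFAH1B2; many of its hits are not listed in these tables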
LYPLA1 counter = counter-screen for PME1 inhibitors: inhibitors of human LYPLA1 | O75608 | recombinant LYPLA1, FP-Rh probe fluorescence polarization | inhibition, % at 5.9 µM | 0.16% of 320,000 active;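 active = inhibition above the mean of all tested compounds plus 3 SD, set per campaign, cut at about 14% in these data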;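 also: inhibitors block serine hydrolase probe labeling of LYPLA1 so polarization falls; 0% = enzyme with DMSO and 100% = wells lacking LYPLA1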
pPAFAH inh = pPAFAH (human) enzyme inhibition; Q13093; recombinant pPAFAH, FP-rhodamine probe fluorescence polarization; inhibition, % at 3.39 µM; 1.5% of 330,000 active; AID 463082;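 active = inhibition above the mean inhibition across the screen plus 3 SD, cut at about 25% in these data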;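 also: inhibitors block binding of the rhodamine activity-based probe so polarization drops; 0% = enzyme with DMSO and 100% = wells lacking pPAFAH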
PAFAH1B3 FP inh = blocks human PAF acetylhydrolase 1B catalytic subunit 3. recombinant PAFAH1B3, FP-rhodamine probe, fluorescence polarization. inhibition, % at 3.39 µM. 0.28% of 340,000 active. AID 492972;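 active = inhibition above the screen-wide average of all tested compounds plus 3 SD, cut at about 25% in these data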;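 also: 0% = enzyme with DMSO only and 100% = wells lacking PAFAH1B3 protein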
Target sequence (Q15102 whole entry, looked up): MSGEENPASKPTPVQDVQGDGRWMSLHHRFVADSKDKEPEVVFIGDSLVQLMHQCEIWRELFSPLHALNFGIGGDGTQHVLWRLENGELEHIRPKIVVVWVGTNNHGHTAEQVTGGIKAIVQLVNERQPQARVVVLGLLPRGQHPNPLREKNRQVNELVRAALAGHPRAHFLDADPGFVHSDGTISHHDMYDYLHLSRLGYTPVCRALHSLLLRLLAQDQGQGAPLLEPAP
PAFAH2 inh = PAFAH2 (human) inhibition. Q99487. recombinant PAFAH2, FP-rhodamine activity probe, fluorescence polarization. inhibition, % at 3.39 µM. 0.99% of 340,000 active. AID 492956;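 active = inhibition above the mean over all tested compounds plus 3 SD, cut at about 30% in these data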;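 also: inhibitors block probe labeling of enzyme so polarization drops; 0% = enzyme with DMSO and 100% = wells lacking PAFAH2 protein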
PAD4 FP inh = inhibitors of human PAD4; Q9UM07; recombinant PAD4, RCA probe fluorescence polarization; inhibition, % at 6.36 µM; 0.41% of 330,000 active;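 active = percent inhibition above a cutoff equal to the mean of all tested compounds plus 3 SD, cut at about 15% in these data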;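 also: 0% = PAD4 with RCA probe and DMSO and 100% = probe without PAD4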
* hit, by the source's call; · = no result given. An excerpt; rates above refer to the full screens.

entry	mol	PME-1 inh	GSTO1 counter	LYPLA2 inh	PAFAH1B2 FP inh	LYPLA1 counter	pPAFAH inh	PAFAH1B3 FP inh	PAFAH2 inh	PAD4 FP inh
1	CCOc1cc(N2CCOCC2)c(OCC)cc1NC(=O)Cc1ccccc1OC	0	-2	-7	1	0	-1	1	0	-12
2	CC(C)(C)c1cc(CSC(=S)NC2CCS(=O)(=O)C2)c(Br)c(C(C)(C)C)c1 (configuration not stated)	1	-9	0	-5	-2	0	-2	-7	2
3	C=C(C)[C@@H]1CC=C(CN2CCC(N3CCC(C(=O)N4CCCC4)CC3)CC2)CC1	0	5	-1	0	1	4	5	-2	-1
4	CC(=O)c1ccc(NC(=O)C2CCN(S(=O)(=O)c3cccs3)CC2)cc1	11	-1	1	3	2	4	2	-3	2
5	O=C(CSc1nnc(-c2ccco2)n1Cc1ccco1)N1CCOCC1	5	7	1	3	-1	2	14	0	0
6	COc1ccc(Cn2c(=O)c3cccnc3n(Cc3ccc([N+](=O)[O-])cc3)c2=O)cc1	8	5	2	-1	2	-2	1	-2	-3
7	CCNc1nc(NCC)nc(N/N=C(\C)c2ccc(OC)cc2)n1	5	10	6	4	1	1	12	4	-4
8	COc1ccc(Cl)cc1C(=O)NCCS(=O)(=O)N1CCN(c2ccccc2F)CC1	5	1	11	-3	1	2	3	2	0
9	Cc1ccc(NC(=O)c2sc3nc(C)cc(C)c3c2N)cc1	12	-1	-7	10	2	2	11	-16	1
10	C(#Cc1ccccc1)C[N+]1(CC#Cc2cccc3ccccc23)CCCC1	0	0	8	1	-2	4	10	11	0
11	CCn1nc(C)cc1C(=O)N1CCCC(C(=O)c2ccc(Oc3ccccc3)cc2)C1 (configuration not stated)	1	4	9	-1	0	21	17	-7	1
12	COc1cccc(C(=O)Nc2ccc(NC(=O)c3cc4ccccc4o3)c(OC)c2)c1	1	3	2	4	-1	5	2	1	0
13	CC(C)(C)NC(=O)C(c1ccc(-c2ccccc2)cc1)N(C[C@H]1CC[C@@H]([C@@H]2CC[C@H](CO)O2)O1)C(=O)c1ccc(-c2ccccc2)cc1 (some centres not stated)	·	·	·	-5	·	12	4	-4	0
14	COC(=O)[C@@]12CCCCN1[C@H](c1ccc(SC3CCCCC3)cc1)[C@H]1C(=O)N(C)C(=O)[C@H]12	-2	-7	-5	2	-1	8	3	-2	0
15	Cn1c(=O)c2cc(S(=O)(=O)NCCC(=O)NCC3CCCO3)ccc2n(C)c1=O (configuration not stated)	-1	5	6	-1	3	6	8	2	0
16	Cn1c(SCCOc2ccccc2F)nc2ccccc2c1=O	1	3	4	2	-2	3	4	4	-2
17	COc1cccc(-c2nc(NC(C)C)c3ccccc3n2)c1O	26*	6	6	5	-5	15	-2	6	-1
18	Cc1cccc2sc(NC(=O)CN(C)S(=O)(=O)c3cccs3)nc12	-4	4	-1	-4	-2	0	-7	2	6
19	N=c1nc(-c2ccccc2)ccn1O	-7	3	3	0	-1	0	2	-11	3
20	Cc1oc2cc3oc(=O)c(CCC(=O)NCCCC(=O)O)c(C)c3cc2c1C	-4	3	0	-1	-2	-1	-4	3	-3
21	CCC1CN(C(=O)N2CCC(C(=O)NCCc3ccc(OC)c(OC)c3)CC2)c2ccccc2O1 (configuration not stated)	-2	-1	2	-1	2	0	6	1	-1
22	CCN(CC)S(=O)(=O)c1ccc(Cl)nc1	-5	6	-1	-2	3	2	-1	1	1
23	O=C1N/C(=N/Nc2ccccc2)S/C1=C\c1ccccc1	16	28	-2	12	1	14	12	11	-3
24	CC(=O)N1N=C(c2ccc3ccccc3c2)OC1(C)C	0	-1	6	0	0	4	-1	3	1
25	CC(C)N(C(=O)[C@H]1C[C@H](CC(=O)NCCN2CCOCC2)C(=O)N2CCc3c([nH]c4cc(CCC(=O)N(C)C)ccc34)[C@]12C)C(C)C	·	·	·	2	·	7	8	2	1
26	CCOC(=O)c1[nH]c2c(c1-c1ccccc1)C(=O)CC(c1ccc(OC)c(OC)c1)C2 (configuration not stated)	-4	0	-4	3	5	2	0	1	4
27	CCOC(=O)N1CCN(C(=O)CC(C)S(=O)(=O)c2cc3c(cc2C)NC(=O)CO3)CC1 (configuration not stated)	-2	2	-3	2	-4	1	3	-3	0
28	CCN(CC)C(=O)C1CCCN(C(=O)CCn2nnnc2CN2CCOCC2)C1 (configuration not stated)	5	7	0	4	1	-1	4	3	2
29	Nc1nc(SCCOc2ccccc2)n[nH]1	4	2	2	8	0	1	4	0	4
30	CC(=O)Nc1cccc(NC(=O)C(=O)NCC(c2ccco2)N2CCc3ccccc3C2)c1 (configuration not stated)	1	-7	-7	0	-5	4	1	-4	-4
31	CC(C)NS(=O)(=O)c1ccc(CCC(=O)NCc2ccccn2)cc1	-1	6	-1	3	0	-3	17	8	-2
32	Cc1cc(C)n(-c2nnc(C)n2/N=C/c2cc(Br)ccc2OCc2ccccc2)n1	6	-4	4	-1	3	11	7	1	-3
33	O=C(/C=C/c1ccco1)NC(=S)Nc1ccccn1	-6	13	8	6	2	14	5	2	-4
34	CCCc1cc(=O)oc2c(C)c3occ(C)c3cc12	3	-1	-7	-3	-1	3	-4	4	1
35	Cc1nc(NC(=O)C2CC2)sc1C	1	3	7	5	4	6	4	7	0
36	O=S(=O)(NCc1csc(-c2cccnc2)n1)c1ccc(Br)cc1	-4	4	11	11	3	6	3	6	2
37	Cc1c(NC(=O)Nc2ccc([N+](=O)[O-])cc2)c(=O)n(-c2ccccc2)n1C	-2	-7	-2	6	0	3	-18	2	-6
38	COCCCNC(=O)C1CCC(=O)N1Cc1ccccc1Cl (configuration not stated)	-3	3	-9	2	-4	-4	-1	-5	-1
39	Cc1noc(C)c1CSCC(=O)Nc1nnc(CC(C)C)s1	-5	-1	5	6	-1	6	10	-4	-2
40	CC(=O)Nc1ccc(OCC(O)Cn2c(CO)nc3ccccc32)cc1 (configuration not stated)	3	5	-1	-1	-1	4	12	-2	-4
41	O=S(=O)(NC1CC1)c1ccc(S(=O)(=O)N2CCCC(c3nc(-c4cccnc4)no3)C2)cc1 (configuration not stated)	-24	-3	-20	-1	-10	0	-9	-6	3
42	CC(C)CNC(=S)N(CCCO)Cc1cc2cc3c(cc2[nH]c1=O)OCO3	-1	7	7	6	0	5	3	5	2
43	CCNC(=O)CSc1nc2ccccc2c(=O)n1-c1cccc(OC)c1	1	2	0	5	-4	1	9	-2	-1
44	O=c1[nH]c2ccc(S(=O)(=O)N3CCCC3)cc2[nH]1	0	2	-2	6	0	1	1	6	-5
45	CN(C)CCN(C(=O)c1ccc2ccccc2c1)c1nc2c(F)cc(F)cc2s1	0	-8	-2	3	-4	8	4	-1	5
46	Cc1cccc(NC(=O)[C@H](Cc2c[nH]c3ccccc23)NC(=O)[C@@H]2Cc3ccccc3CN2)c1	1	5	2	1	1	8	6	-2	1
47	O=C(NC1CC1)C1=C[C@@H](c2ccc(Br)cc2)C[C@@H](OCCCCO)O1	-3	9	-2	-1	-1	3	0	-5	-2
48	O=C(Cn1nc(-c2ccccc2)c2ccccc2c1=O)Nc1ccc(F)cc1	0	5	-5	2	-4	-3	4	7	6
49	C=CCOc1cccc(C2C(C(=O)c3ccc(C)o3)=C(O)C(=O)N2CCN(C)C)c1 (configuration not stated)	-3	6	-1	2	0	0	0	-9	2
50	CC(C)(C)NC(=O)NC(=O)COC(=O)CCC1CCCCC1	4	-6	10	13	-1	30*	6	5	41*
51	CCOc1ccc(-c2nc(CSCC(=O)N3CCN(c4cccc(OC)c4)CC3)c(C)o2)cc1	0	5	-12	8	-3	1	-5	-2	3
52	Cc1ccccc1-c1cnn(-c2cccc([N+](=O)[O-])c2)c1N	0	0	7	4	4	8	5	-5	-1
53	COc1ccc(C(CCc2ccc(C)o2)NC(=O)Nc2ccc(OC)cc2OC)cc1 (configuration not stated)	4	5	1	2	-2	8	-2	9	-3
54	COc1ccc(CCN2C(=NC(=O)CCC(=O)O)SC3CS(=O)(=O)CC32)cc1 (configuration not stated)	-5	4	-2	-4	-2	1	4	-2	0
55	COc1ccc([C@@H]2[C@@H]3C(=O)N(C(C)(C)C)C(=O)[C@@H]3[C@]3(C)C(=O)N(c4ccc(C(F)(F)F)cc4)C(=O)N23)cc1	0	4	1	6	0	1	-9	6	-2
56	COc1ccc(OCC(=O)OCC(=O)NCc2ccco2)cc1	4	5	5	9	4	18	-5	9	-8

Following part.
entry	mol	PME-1 inh	GSTO1 counter	LYPLA2 inh	PAFAH1B2 FP inh	LYPLA1 counter	pPAFAH inh	PAFAH1B3 FP inh	PAFAH2 inh	PAD4 FP inh
57	CCc1nnc(NC(=O)[C@@H](NC(=O)c2cccc(S(=O)(=O)N(CC)CC)c2)C(C)C)s1	-4	4	0	6	-4	5	-4	5	-5
58	COc1ccccc1CC(=O)Nc1ccccc1O	2	-3	-4	-5	-4	2	5	58*	0
59	CCOCCCNC(=O)CCc1ccc(S(=O)(=O)Nc2ccc(C)cc2)cc1	-7	2	3	7	-5	19	10	0	-4
60	Cc1cccc([N+](=O)[O-])c1NC(=O)CN(Cc1ccccc1)Cc1ccccc1	-3	2	5	-2	2	10	7	6	1
61	C=CCNC(=S)NNC(=O)c1ccc(Br)cc1	0	9	3	-1	-3	0	6	1	0
62	COc1ccccc1N(CC(=O)NCCc1ccccc1)C(=O)CCC(=O)Nc1ccccn1	3	0	2	4	0	2	4	-3	-1
63	CC(=O)c1ccc(C(=O)N(CCN(C)C)c2nc3c(Cl)cccc3s2)cc1	0	5	-3	2	-5	2	2	-2	-2
